# DNMT1 block = human DNMT1 methyltransferase inhibitors, primary screen, biochemical, molecular beacon, fluorescence, HinP1I cleavage, uHTS; inhibition (reported as % activation of signal), % at 10 µM; 0.83% of 360,000 active; DNA (cytosine-5)-methyltransferase 1 (Homo sapiens), P26358; in the data active = inhibition above about 50%
# Scp1 inh = Scp-1 phosphatase inhibitors, primary screen, biochemical, colorimetric, uHTS | Carboxy-terminal domain RNA polymerase II polypeptide A small phosphatase 1 (Homo … | Recombinant Scp1, phosphopeptide, malachite green phosphate absorbance | inhibition, % at 20 µM | 0.88% of 340,000 active | AID 493091, 2011;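 active = inhibition above about 50% at 20 µM, limit read from the data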;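 also: plate controls were DMSO wells with enzyme for no effect and wells lacking enzyme for full effect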
#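 Test system: SCP-1 catalytic domain; Buffer or medium: Acidic Tris acetate buffer with magnesium and detergent; Also added: Phosphorylated 17-residue peptide substrate; Compound: single 20 µM dose, 1% DMSO; Schedule: enzyme reaction 45 min at room temperature, colour 5 min, stabilisation 30 min; Signal: Phosphate-binding colour reagent, absorbance read at 630 nm.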
# SUMO1 PPI mod = modulators of SUMO1 protein-protein interactions, primary screen, biochemical, uHTS. Small ubiquitin-related modifier 1 (Homo sapiens), P63165. inhibition, % at 20 µM. 0.33% of 360,000 active. SUMO1 binding to a labelled peptide, TR-FRET, 1 h; in the data active = inhibition above about 37%
# TbMetRS inhib = T. brucei MetRS inhibitors, primary screen, biochemical, luminescence; methionyl-tRNA synthetase (Trypanosoma brucei brucei); purified T. brucei MetRS, ATP depletion, Kinase-Glo luminescence; inhibition, % at 11.9 µM; 0.4% of 360,000 active;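 active = inhibition above a per-plate cutoff of the control wells' mean inhibition plus 3 SD, cut at about 5.5% in these data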;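 also: 0% = DMSO wells median and 100% = median of wells with control inhibitor compound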
#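 Test system: purified T. brucei MetRS enzyme. Also added: ATP, methionine and E. coli bulk tRNA substrates. Compound: 11.9 µM single point. Schedule: 15 min enzyme-compound preincubation, 2 h reaction, 10 min detection, 25 °C. Signal: luciferase luminescence of residual ATP, Kinase-Glo. Evaluation: percent inhibition versus plate control medians. Controls: DMSO wells, low control.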
# LMPTP inh = LMPTP phosphatase inhibitors, primary screen, biochemical, fluorescence intensity, uHTS; Low molecular weight phosphotyrosine protein phosphatase (Homo sapiens), P24666; recombinant LMPTP-A, OMFP fluorogenic substrate; inhibition, % at 20 µM; 0.22% of 360,000 active;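 active = compounds that cut the enzyme signal by at least half of the control window in the single-dose screen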;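 also: plate controls were DMSO wells with enzyme plus substrate for no effect and substrate without enzyme for full effect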
# Target sequence (P24666 whole entry, looked up): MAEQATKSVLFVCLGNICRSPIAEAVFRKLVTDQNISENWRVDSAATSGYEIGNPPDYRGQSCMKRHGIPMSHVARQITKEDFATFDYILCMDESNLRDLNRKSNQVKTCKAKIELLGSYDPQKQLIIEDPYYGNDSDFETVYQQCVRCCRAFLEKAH
#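 Assay system: LMPTP-A phosphatase enzyme | Input: 0.625 nM enzyme | Also added: Fluorogenic phosphatase substrate OMFP at 400 µM final | Compound dosing: One test concentration per compound, 20 µM, with 3% DMSO overall | Schedule: 50 min enzyme reaction at room temperature, protected from light | Signal: Fluorescence intensity | Benchmarks: no-enzyme and uninhibited controls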
# MsrA act = bovine MsrA enzyme activators, primary screen, biochemical, absorbance, HTS; Methionine sulfoxide reductase A (Bos taurus); 0.3% of 360,000 active; activation, % at 10.6 µM; purified bovine MsrA, absorbance read-out; AID 602163, 2012; in the data active = activation above about 7.5%;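 also: 0% = vehicle and 100% = reference activator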
# CendR NRP1 mod = modulators of CendR peptide binding to NRP-1, primary screen, biochemical, fluorescence polarization, uHTS; FAM-RPARPAR peptide binding to NRP-1; inhibition, % at 25 µM; 0.85% of 360,000 active; AID 602438, 2012;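 active = inhibition or corrected inhibition above about 18%, plus a signal ratio from 0.5 to 1.5, limit read from the data, passing the limit was not always enough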; also: strong numbers were not always called active
# Target sequence (O14786 whole entry, looked up): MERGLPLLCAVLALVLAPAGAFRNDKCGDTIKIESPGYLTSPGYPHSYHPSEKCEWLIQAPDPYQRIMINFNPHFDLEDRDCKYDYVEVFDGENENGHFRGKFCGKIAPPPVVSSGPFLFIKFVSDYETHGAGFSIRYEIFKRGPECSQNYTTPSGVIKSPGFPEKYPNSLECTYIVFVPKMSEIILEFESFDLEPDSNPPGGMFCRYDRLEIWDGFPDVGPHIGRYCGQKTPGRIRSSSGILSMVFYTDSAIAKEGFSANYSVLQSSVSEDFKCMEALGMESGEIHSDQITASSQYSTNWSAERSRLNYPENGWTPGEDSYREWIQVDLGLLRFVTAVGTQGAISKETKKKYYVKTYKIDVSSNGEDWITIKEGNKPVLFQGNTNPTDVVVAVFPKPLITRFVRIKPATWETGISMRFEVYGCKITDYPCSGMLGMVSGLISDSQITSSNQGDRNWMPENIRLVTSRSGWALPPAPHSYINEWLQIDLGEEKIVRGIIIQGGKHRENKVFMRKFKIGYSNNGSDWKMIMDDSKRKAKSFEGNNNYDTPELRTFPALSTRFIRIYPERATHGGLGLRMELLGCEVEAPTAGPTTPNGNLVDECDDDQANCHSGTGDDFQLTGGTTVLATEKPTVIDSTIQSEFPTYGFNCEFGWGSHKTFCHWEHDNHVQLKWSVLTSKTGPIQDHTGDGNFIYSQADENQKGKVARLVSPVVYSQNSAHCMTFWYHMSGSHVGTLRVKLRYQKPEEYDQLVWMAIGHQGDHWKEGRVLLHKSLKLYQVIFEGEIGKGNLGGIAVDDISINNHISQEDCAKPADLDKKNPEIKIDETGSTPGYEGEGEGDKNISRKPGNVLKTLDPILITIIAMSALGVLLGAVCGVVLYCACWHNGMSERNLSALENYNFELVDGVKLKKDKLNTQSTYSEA
# STEP inh = STEP phosphatase inhibitors, primary screen, biochemical, fluorescence intensity, uHTS | Tyrosine-protein phosphatase non-receptor type 5 (Homo sapiens), P54829 | 0.25% of 360,000 active | recombinant STEP, OMFP fluorogenic substrate | inhibition, % at 20 µM;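 active = inhibition at 20 µM, scaled per plate between control wells, above about 37%, limit read from the data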;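 also: 0% = DMSO with enzyme and substrate and 100% = substrate only without enzyme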
#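 Measure: Control-normalized % inhibition with plate pattern correction | Test system: STEP phosphatase, cell-free reaction | Medium: pH 6.0 Bis-Tris with DTT and Tween 20 | Technique: Fluorescence, 480/540 nm | Times: Reaction 20 min, ambient temperature | Doses: Single compound dose of 20 µM, 1% DMSO final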
# E coli Lon inh = inhibitors of E. coli Lon protease, primary screen, biochemical, fluorescence polarization; P0A9M0; purified E. coli Lon protease; inhibition, % at 7.94 µM; 0.42% of 360,000 active; AID 602123, 2011; in the data active = inhibition above about 13%, passing the limit was not always enough;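 also: 0% = enzyme with probe and DMSO and 100% = no enzyme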
# MsrA inhibitor = bovine MsrA enzyme inhibitors, primary screen, biochemical, absorbance, HTS | purified bovine MsrA, absorbance read-out | Methionine sulfoxide reductase A (Bos taurus) | inhibition, % at 15.5 µM | 0.75% of 360,000 active | AID 651718, 2012; in the data active = inhibition above about 4.5%;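 also: 0% = vehicle wells with enzyme and 100% = reference inhibitor wells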
# The depositor's hits bear a star; x = not tested or not shown.
SMILES,DNMT1 block,Scp1 inh,SUMO1 PPI mod,TbMetRS inhib,LMPTP inh,MsrA act,CendR NRP1 mod,STEP inh,E coli Lon inh,MsrA inhibitor
O=C(N/N=C/c1ccc(Br)s1)c1ccco1,1,-7,-21,-0.4,-1.2,-4,9,-1,3,3.7
O=C(Cn1cc(COc2c(F)c(F)c(Br)c(F)c2F)nn1)c1ccc(O)cc1,9,-17,-1,-1.4,0.6,-2,9,0,1,2.4
Cc1cc(NC(=O)CSc2nc(=O)n(CCCN(C)C)c3c2CCCC3)no1,3,-3,0,0.3,-0.6,-1,8,0,-3,-0.7
CCSc1nc(-c2ccccc2)cc(=O)[nH]1,8,-2,8,-0.3,1.4,-6,0,-3,-2,0.9
COc1ccc(-c2nc(CN3CCC(C(=O)N4CCc5ccccc54)CC3)c(C)o2)cc1OC,-4,-9,3,-0.4,0.8,-3,-9,1,-8,-0.1
CN1C(=O)C(O)(CC(=O)c2ccncc2)c2ccccc21 (centres undefined),8,0,-13,-1.6,-1.6,-13,-1,0,-8,-0.4
O=C(c1ccc([N+](=O)[O-])cc1)N1CCN(C2=NS(=O)(=O)c3ccccc32)CC1,-2,0,-30,-0.3,-1.1,-1,3,1,3,0.4
COc1ccc(/C=C/c2c(-c3ccc(OC)cc3)oc3cccnc23)cc1,-4,14,0,-0.1,5.3,-1,12,1,0,0.9
O=C(CCCCCNC(=O)c1ccccc1)N/N=C/c1ccccc1,0,-5,0,-0.1,-0.4,-1,5,-2,-10,-0.6
CC(=O)N1CCC(c2nc3ccccc3n2C(C)C(=O)NCc2ccccc2)CC1 (centres undefined),x,x,-3,-0.1,0.4,x,5,x,x,-0.5
CCCCn1c(-c2ccc(C(C)(C)C)cc2)nc2cc3[nH]c(=O)c(C(C)C)nc3cc21,-22,5,0,0.6,2.9,6,-14,3,-7,0.7
Cc1ccc(-n2ncc3c(SCC(=O)Nc4cc(C)on4)ncnc32)c(C)c1,-2,-2,0,-1.0,0.2,-1,7,1,1,0.0
Cc1ccc(NS(=O)(=O)c2cccc(C(=O)n3ncc(C#N)c3N)c2)c(C)c1,-4,-4,5,-0.1,-0.6,-1,4,2,7,-0.2
COc1ccc(C(=O)NCc2nnc(SCC(=O)NC3CCCC3)o2)cc1,0,-6,6,-0.2,0.4,0,8,0,1,0.1
CCN(C(=O)CSc1cccc[n+]1[O-])C1CCCCC1,7,-13,3,-0.2,-0.4,1,3,-4,-11,0.4
CCn1c(SCC(=O)Nc2nc(C)cs2)nnc1-c1ccoc1C,1,-3,-2,-1.4,0.0,3,3,-1,-4,1.2
CCOc1ccc(-c2cnc3ccccc3n2)cc1,1,-19,-10,-0.7,1.1,-3,-1,0,1,0.6
CC1CN(C(=O)c2cc3ccccc3cc2O)CC(C)O1 (centres undefined),0,-1,4,-0.3,-1.1,-1,6,2,-6,0.5
O=C(NC1CCSc2ccccc21)c1cccc(Cl)c1 (centres undefined),0,-8,-1,-0.2,1.2,-4,8,-1,-4,-1.0
COc1cc(OC)c(S(=O)(=O)NC(C)C)cc1C(=O)O,2,-3,-1,0.6,-1.9,-2,8,0,2,0.7
NC(=O)C1CCN(C(=O)OCc2ccccc2)CC1,-1,-13,-2,-0.1,-2.8,0,12,0,5,-0.6
COC(=O)C1=C(N)OC2=C(C(=O)CC(C)(C)C2)C1c1cccnc1 (centres undefined),-2,-9,1,-0.5,-1.3,-3,-2,0,-4,0.1
CCNC(=S)Nc1cccc(S(=O)(=O)Nc2ccccc2OC)c1,1,7,-2,-1.1,-0.5,-5,-3,0,-2,1.5
O=C(CNC(=O)c1sc2ccccc2c1Cl)NCc1ccc(F)cc1,0,1,-8,-0.5,-1.3,-5,13,2,-1,-0.1
Cc1ccc(NC(=O)c2c(NC(=O)CCC(=O)O)sc3c2CCCCC3)cc1,0,-1,0,-1.2,11,-3,-12,5,3,-0.4

# Reformatted: 4 of the compounds above.
SMILES	DNMT1 block	Scp1 inh	SUMO1 PPI mod	TbMetRS inhib	LMPTP inh	MsrA act	CendR NRP1 mod	STEP inh	E coli Lon inh	MsrA inhibitor
COc1ccc(-c2nc(CN3CCC(C(=O)N4CCc5ccccc54)CC3)c(C)o2)cc1OC	-4	-9	3	-0.4	0.8	-3	-9	1	-8	-0.1
CCOc1ccc(-c2cnc3ccccc3n2)cc1	1	-19	-10	-0.7	1.1	-3	-1	0	1	0.6
CCCCn1c(-c2ccc(C(C)(C)C)cc2)nc2cc3[nH]c(=O)c(C(C)C)nc3cc21	-22	5	0	0.6	2.9	6	-14	3	-7	0.7
CCSc1nc(-c2ccccc2)cc(=O)[nH]1	8	-2	8	-0.3	1.4	-6	0	-3	-2	0.9

# Continuation.
SMILES,DNMT1 block,Scp1 inh,SUMO1 PPI mod,TbMetRS inhib,LMPTP inh,MsrA act,CendR NRP1 mod,STEP inh,E coli Lon inh,MsrA inhibitor
CC1(C)c2ccccc2C(=O)c2ccccc21,3,-3,2,-0.3,0.2,-3,34*,-1,5,1.9
COc1cc(/C=C/C(=O)OCC(=O)NC(=O)NC(C)C)cc(OC)c1OC,-1,5,-17,-0.4,0.2,-8,3,-2,-1,2.8
N/C(Cc1ccc(Cl)c(Cl)c1)=N\OC(=O)c1cccs1,-6,-8,1,0.0,0.7,-5,7,-3,-12,-0.1
Cc1scc(C(=O)N/N=C/c2ccc(Cl)s2)c1C,-2,-17,-9,0.3,-0.3,-3,-2,3,6,2.4
CC(=O)Nc1ccc(OCC(O)CN2CCN(c3cccc(Cl)c3)CC2)cc1 (centres undefined),5,-7,8,-0.6,-0.1,0,-5,-1,-13,-0.4
Cc1ccc(Oc2cnc3ccccc3n2)cc1,-2,-3,-2,0.3,0.4,-3,-2,-4,-3,-0.7
O=C(c1ccc(COc2ccccc2Br)cc1)N1CCCCCC1,-8,-11,0,-1.1,1.6,-2,-6,0,-1,-1.2
CCOc1ccc(CCNC(=O)C2CC=CCC2C(=O)OC(C)C)cc1OCC (centres undefined),-1,-4,2,0.2,-0.9,0,5,3,-5,-1.0
O=C(CCN1C(=O)/C(=C\c2ccccc2)SC1=S)NCCCN1CCOCC1,0,-7,-32,0.9,1.3,-3,-2,0,-7,1.8
c1ccc(CNc2c(C3CCNCC3)nc3scc(-c4ccccc4)n23)cc1,-3,x,3,-0.5,-0.1,-9,-8,0,-1,0.8
Cc1ccc(NC(=O)CNc2ccc(OC(C)C)cc2)c(C)c1,-8,-11,0,-0.4,-0.4,-1,-12,1,-3,0.4
O=S(=O)(Cc1cc(-c2ccccc2Cl)no1)c1ccccc1,0,-7,3,-0.4,1.4,-2,-9,-1,-4,-0.2
c1ccc2c(c1)c1c(c3ccccc32)CN2CCCC2C1 (centres undefined),54*,22,-17,-0.6,13,-9,-16,-4,-9,0.5
Cc1cc(Nc2ccccc2)n(C(=O)c2ccccc2)n1,-2,-4,1,-0.4,0.8,-2,1,-2,-5,-0.4
c1ccc(Cc2nnc3sc(-c4cccnc4)nn23)cc1,4,-1,-3,-0.8,-0.7,-4,-6,-1,-5,1.3
CCc1ccc(C(=O)/C=C/Nc2ccc(S(=O)(=O)Nc3onc(C)c3C)cc2)cc1,2,2,-2,-1.2,-1.7,-10,-7,2,-5,0.5
COCC(C)NC(C(=O)Nc1ccc(Cl)c([N+](=O)[O-])c1)c1ccccc1 (centres undefined),0,0,-13,-0.3,-0.6,-5,-3,1,2,0.0
Cc1ccc(NC(=O)C2COc3ccccc3O2)cc1 (centres undefined),-1,-6,0,-0.2,-0.2,-1,24,-2,-6,-0.1
CN(C)CCCNC(=O)c1ccccc1Oc1ccccc1,-36,-7,-5,0.4,-4.3,-1,11,0,4,-1.2
CS(=O)(=O)N1CCN(C(=O)c2ccc3c(c2)OCCO3)CC1,3,-2,3,-0.8,0.0,2,-2,0,9,-1.2
NC1=NC(=O)/C(=C/c2ccc(-c3ccc(S(N)(=O)=O)cc3)o2)S1,9,6,88*,0.3,3.7,-3,-73,-2,-32,1.4
CC1CCCC(NC(=O)COC(=O)c2ccc(Cl)nc2)C1C (centres undefined),2,0,-3,-0.5,-0.1,-4,3,1,-3,0.6
COc1ccccc1C(=O)NS(=O)(=O)c1ccc(C)cc1,6,-6,-2,-0.2,-1.0,-1,-6,-2,-13,-0.1
CCOc1cc(/C=C(\C#N)C(=O)NCc2cccnc2)ccc1O,3,-3,-4,-0.4,0.4,-4,-6,-2,-9,3.2
c1cnc2ccc(C(c3nnnn3C3CCCC3)N3CCN4CCCC4C3)cc2c1 (centres undefined),6,2,-2,-0.8,1.1,-6,6,-5,3,-0.7
COc1ccc(C)cc1S(=O)(=O)Nc1cc2c3c(c1)CCN3C(=O)CC2,-1,3,2,-0.3,0.0,-3,-11,2,7,0.3

# Quoted from the results shown, five compounds:
SMILES,DNMT1 block,Scp1 inh,SUMO1 PPI mod,TbMetRS inhib,LMPTP inh,MsrA act,CendR NRP1 mod,STEP inh,E coli Lon inh,MsrA inhibitor
CC1(C)c2ccccc2C(=O)c2ccccc21,3,-3,2,-0.3,0.2,-3,34*,-1,5,1.9
COc1cc(/C=C/C(=O)OCC(=O)NC(=O)NC(C)C)cc(OC)c1OC,-1,5,-17,-0.4,0.2,-8,3,-2,-1,2.8
N/C(Cc1ccc(Cl)c(Cl)c1)=N\OC(=O)c1cccs1,-6,-8,1,0.0,0.7,-5,7,-3,-12,-0.1
Cc1scc(C(=O)N/N=C/c2ccc(Cl)s2)c1C,-2,-17,-9,0.3,-0.3,-3,-2,3,6,2.4
CC(=O)Nc1ccc(OCC(O)CN2CCN(c3cccc(Cl)c3)CC2)cc1 (centres undefined),5,-7,8,-0.6,-0.1,0,-5,-1,-13,-0.4
